# Screening results (PubChem)
# KOR beta-arrestin-1 – kappa opioid receptor activators – cell-based, luminescence, uHTS, primary screen (AID 1777). KOR beta-arrestin recruitment, luminescence; higher % means a stronger effect. actives 0.02% (n = 280,000). one-dose activation, % at 10 µM; EC50 in µM for titrated hits; in the data active means activation above about 50%, passing the limit was not always enough; further: a part of the inactive calls stands beside numbers as strong as those of hits
# UTI89 phage lysis – protection from phage-mediated lysis, alamar blue read-out – E. coli UTI89, K1F phage, bacterial capsule biogenesis inhibitors (AID 488966) | E. coli UTI89 K1F phage lysis, alamar blue, 2 h; higher % means a stronger effect | inhibition, % at 100 µM; hits with a dose series show IC50 in µM | actives 0.02% (n = 340,000);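 active means phage lysis inhibition, versus mean bacterial control, above a set limit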;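 further: capsule biogenesis inhibitors block K1F phage lysis so surviving cells raise fluorescence; higher fluorescence means more inhibition of phage lysis; actives were called in the ten point dose series up to 300 µM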
# NTR1 agonist – agonists of NTR1, primary screen, imaging, U2OS cells, beta-arrestin-GFP, high content (AID 493036); actives 0.17% (n = 330,000); NTR1-U2OS beta-arrestin-GFP spot imaging, agonist mode; activation, % at 20 µM;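 active means activation at or above 40% of the spot to cytoplasm intensity ratio, with at least 20 cells analyzed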;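 further: 0% = DMSO without peptide and 100% = 100 nM NTR1 peptide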
# Target sequence (P30989 whole entry, looked up): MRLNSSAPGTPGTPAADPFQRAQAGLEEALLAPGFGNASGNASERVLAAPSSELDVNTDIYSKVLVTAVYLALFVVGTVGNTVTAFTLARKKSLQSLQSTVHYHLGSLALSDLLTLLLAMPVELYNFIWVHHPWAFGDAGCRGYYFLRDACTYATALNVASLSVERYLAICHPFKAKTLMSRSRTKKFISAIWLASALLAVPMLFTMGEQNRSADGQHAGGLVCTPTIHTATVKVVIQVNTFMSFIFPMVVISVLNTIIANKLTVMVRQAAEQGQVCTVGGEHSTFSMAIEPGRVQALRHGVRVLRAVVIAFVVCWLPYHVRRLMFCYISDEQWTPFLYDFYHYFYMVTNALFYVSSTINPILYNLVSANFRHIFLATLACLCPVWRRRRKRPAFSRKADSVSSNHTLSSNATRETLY
# GPR55 antagonists – GPR55 antagonists blocking LPI-driven arrestin recruitment, primary screen, imaging, U2OS, beta-arrestin-GFP, LPI agonist (AID 2013); U2OS GPR55 beta-arrestin-GFP translocation imaging, LPI antagonism; higher % means a stronger effect; inhibition, % at 10 µM, or IC50 in µM where a hit was titrated; actives 0.13% (n = 290,000);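 active means spots per cell inhibited over 60%, with over 100 cells counted and total cytoplasm intensity under 500,000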;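 further: U2OS cells stably carrying GPR55 and arrestin-GFP stimulated by 5 µM LPI near EC80; imaged beta-arrestin-GFP aggregate spots per cell after agonist stimulation; plate controls were LPI-stimulated DMSO wells for no effect and DMSO wells without LPI for full effect; some results filed as inactive read as strong as hits; confirmed hits need IC50 under 10 µM and bright autofluorescent wells are also inconclusive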
# GPR35 antagonists – inhibition of zaprinast-stimulated GPR35 beta-arrestin translocation – imaging, U2OS, beta-arrestin-GFP, zaprinast agonist, primary screen (AID 2058); one-dose inhibition, % at 10 µM; IC50 in µM for titrated hits; actives 0.052% (n = 290,000); U2OS GPR35 beta-arrestin-GFP translocation imaging, zaprinast antagonism; higher % means a stronger effect;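 active means inhibition of at least 50% with at least 30 cells and total cytoplasm GFP at most 10,000,000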
# GPR55 beta-arrestin – selective activators of receptor GPR55 – imaging, U2OS cells, beta-arrestin-GFP redistribution, primary screen (AID 1961) | U2OS GPR55 beta-arrestin-GFP redistribution imaging; higher % means a stronger effect | activation, % at 10 µM; hits with a dose series show EC50 in µM | actives 0.048% (n = 290,000);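 active means activation above 40% with more than 50 cells counted in the well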;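 further: U2OS osteosarcoma cells stably expressing GPR55 and beta-arrestin-GFP; plate controls were DMSO negative control for no effect and LPI positive control for full effect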
# Rac1 GTP hydrolysis – MgcRacGAP GTPase-activating activity inhibitors, confirmation, biochemical, ADP Hunter fluorescence; MgcRacGAP-stimulated Rac1 GTP hydrolysis, ADP Hunter fluorescence; higher % means a stronger effect; GST-tagged Rac1 F28L mutant substrate; inhibition, % at 30 µM; hits with a dose series show IC50 in µM; actives 0.6% (n = 340,000); AID 624330;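 active means first-screen hits whose inhibition reached a set limit at any dose in the follow-up dose series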;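 further: fluorescence reports GDP produced by GAP-driven GTP hydrolysis; strong numbers were not always called active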
# NOD1 NF-kB reporter – NOD1 signaling inhibitors, primary screen, cell-based, luminescence, uHTS (AID 1578); actives 1% (n = 290,000); inhibition, % at 4 µM; hits with a dose series show EC50 in µM; NOD1-driven NF-kB luciferase reporter cells, luminescence; higher % means a stronger effect; in the data active means inhibition mostly above about 36%, no sharp cut-off; inactive means mostly below about 34%;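 further: HEK-293T reporter cells stimulated with the NOD1 agonist gamma-tri-DAP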
# KOR beta-arrestin-2 – kappa opioid receptor blockers – cell-based, luminescence, uHTS (AID 1778). KOR beta-arrestin recruitment, luminescence, antagonist mode; higher % means a stronger effect. one-dose inhibition, % at 10 µM; IC50 in µM for titrated hits. actives 0.091% (n = 290,000); in the data active means inhibition above about 50%; further: strong numbers were not always called active
# NTR1 agonist cell count 20 µM – further read-out of NTR1 agonist, marked with its call; cell count; measured here: cell count, cytotoxicity flag
# Active calls of the source: *; . = not tested or not shown; [ ] = another dose, or the depositor's remark. These rows are one share of the data; count on the stated rates, not on these rows.
SMILES,KOR beta-arrestin-1,UTI89 phage lysis,NTR1 agonist,NTR1 agonist cell count 20 µM,GPR55 antagonists,GPR35 antagonists,GPR55 beta-arrestin,Rac1 GTP hydrolysis,NOD1 NF-kB reporter,KOR beta-arrestin-2
COc1ccc(NC(C)=O)cc1NC(=O)CN1CCN(CC(=O)Nc2ccccc2Cl)CC1,22%,6.6%,0.9,70,22%,-2%,-0.1%,3%,8%,-29%
O=C(O)Cn1c(CCS(=O)(=O)c2ccc(Br)cc2)nc2ccccc21,3.1%,0.3%,0.8,96,2%,-4%,-0.1%,14%,-23%,-16%
COCCn1c(SCC(=O)/C=C2\N(C)c3ccccc3C2(C)C)nnc1-c1ccncc1,-0.6%,1.9%,-1.9,71,-2%,9%,0.2%,5%,-34%,10%
CC(=O)Cc1nsc(NC(=O)c2ccc(Br)o2)n1,7.8%,-0.6%[50 µM],1.8,49,0%,-3%,0.1%,2%,-7%,19%
CCOc1ccccc1CNn1nnnc1N,-3.1%,0.3%,-2.4,92,7%,-5%,0.3%,9%,-19%,23%
Cc1ccc(C(=O)C(OC(=O)CN2C(=O)c3ccccc3C2=O)c2ccccc2)cc1C (stereo not drawn),2.4%,3.1%,1.9,93,11%,-14%,0.0%,-3%,4%,-8%
CN(C)C(CNC(=O)c1ccc(S(=O)(=O)NCc2ccco2)cc1)c1ccccc1 (stereo not drawn),7.2%,0.5%,2.2,31,-8%,4%,0.1%,4%,-3%,.
Cc1c(CCC(=O)NCCCn2ccnc2)c(=O)oc2c(C)c3oc4c(c3cc12)CCCC4,3.7%,-1.9%,6.1,90,-11%,-13%,0.3%,4%,-13%,-86%[20 µM]
CCn1cc2nc(SCC(=O)Nc3ccc(OC)cc3OC)n(Cc3ccc(OC)cc3)c(=O)c2n1,-3.1%,0.1%,0.8,57,5%,3%,.,8%,41%,-63%
NS(=O)(=O)c1ccc(NC(=O)COc2ccc(S(=O)(=O)N3CCCC3)cc2)cc1,-4.4%,0.0%,-0.4,50,-6%,-14%,0.2%,6%,-80%,-5%
CCOC(=O)c1cc(-c2ccc(/C=C3/C(=O)N(c4ccc(C(=O)O)cc4)N=C3C)o2)ccc1Cl,-3.8%,0.2%,56*,96*,20%,2%,2.1%,12%,-5%,0%
CC(C)NS(=O)(=O)c1ccc(NC(=O)c2cccnc2)cc1,-1.9%,0.6%,0.2,50,10%,-11%,-0.1%,6%,-7%,-16%[20 µM]

# Looked up above:
# COc1ccc(NC(C)=O)cc1NC(=O)CN1CCN(CC(=O)Nc2ccccc2Cl)CC1 | NTR1 agonist = 0.9
# CCn1cc2nc(SCC(=O)Nc3ccc(OC)cc3OC)n(Cc3ccc(OC)cc3)c(=O)c2n1 | Rac1 GTP hydrolysis = 8%
# NS(=O)(=O)c1ccc(NC(=O)COc2ccc(S(=O)(=O)N3CCCC3)cc2)cc1 | KOR beta-arrestin-2 = -5%

# (cont.)
SMILES,KOR beta-arrestin-1,UTI89 phage lysis,NTR1 agonist,NTR1 agonist cell count 20 µM,GPR55 antagonists,GPR35 antagonists,GPR55 beta-arrestin,Rac1 GTP hydrolysis,NOD1 NF-kB reporter,KOR beta-arrestin-2
Cc1ccc(C(=O)N2CCSCC2)cc1,-7.1%,8.5%,1.3,69,15%,14%,-0.1%,4%,-1%,16%
CN(Cc1ccc(-n2cccn2)cc1)Cc1cn(C)nc1-c1ccccc1F,-3.8%,0.5%,-0.4,45,10%,-8%,0.0%,2%,-21%,-10%[20 µM]
COC(C[C@H](O)CC(=O)COCc1ccccc1)OC,-0.2%,3.0%,0.3,98,-3%,10%,-0.1%,12%,-2%,11%
Cc1nc(-c2ccccc2)sc1C(N)=O,0.4%,0.3%,-0.3,53,2%,21%,-0.1%,10%,-21%,-25%
C/C(CCc1ccc2c(c1)OCO2)=N\N=C(/N)SC1CC(=O)N(c2ccc(Cl)cc2)C1=O (stereo not drawn),2.1%,0.1%,5.4,73,17%,17%,-0.1%,7%,6%,-8%
O=C(CSc1nnc(NC(=O)c2ccccc2Cl)s1)NC1CC1,1.5%,-0.8%,-1.1,49,-1%,-14%,-0.2%,7%,-33%,-19%
COc1cc(/C=N/NC(=O)C(Cc2c[nH]c3ccccc23)NC(=O)OCC(C)C)cc([N+](=O)[O-])c1OCc1ccccc1 (stereo not drawn),-1.0%,-0.5%,10,52,-4%,12%,-0.2%,5%,-42%,-1%[20 µM]
CCCCCOc1ccc(Br)cc1CSC(=N)N,-2.0%,-3.0%,.,.,-10%,-17%,0.5%,5%,-20%,-86%
COc1ccc(-c2nn(-c3ccccc3)cc2/C=C(\CC(=O)O)c2nc3ccccc3s2)cc1OC,2.4%,0.0%,0.2,63,-4%,-13%,0.1%,12%,-32%,-56%
CSc1ccccc1C(=O)NC1CCCCC1,-2.4%,8.9%,1.1,68,14%,-6%,-0.1%,2%,-7%,-18%
CCOc1ccccc1NC(=O)C(OC(=O)C1CC1)c1ccccc1 (stereo not drawn),0.6%,0.4%,0.8,67,-8%,-8%,-0.1%,-3%,-4%,23%
Brc1ccc(-c2nc(-c3ccccc3)no2)o1,-2.4%,0.6%,3.6,75,1%,-10%,-0.3%,9%,-30%,14%
COc1ccc(NC2CC(=O)NC2=O)cc1 (stereo not drawn),-1.9%,-0.1%,-0.4,89,16%,-7%,0.5%,14%,9%,5%

# Only NTR1 agonist cell count 20 µM and GPR35 antagonists (2 entries from above):
Molecule	NTR1 agonist cell count 20 µM	GPR35 antagonists
CCOc1ccccc1CNn1nnnc1N	92	-5%
Cc1ccc(C(=O)C(OC(=O)CN2C(=O)c3ccccc3C2=O)c2ccccc2)cc1C (stereo not drawn)	93	-14%

# Quoted at random: 2 records from the list, in no set order.
SMILES,KOR beta-arrestin-1,UTI89 phage lysis,NTR1 agonist,NTR1 agonist cell count 20 µM,GPR55 antagonists,GPR35 antagonists,GPR55 beta-arrestin,Rac1 GTP hydrolysis,NOD1 NF-kB reporter,KOR beta-arrestin-2
CCCCCOc1ccc(Br)cc1CSC(=N)N,-2.0%,-3.0%,.,.,-10%,-17%,0.5%,5%,-20%,-86%
COc1ccc(-c2nn(-c3ccccc3)cc2/C=C(\CC(=O)O)c2nc3ccccc3s2)cc1OC,2.4%,0.0%,0.2,63,-4%,-13%,0.1%,12%,-32%,-56%
